# From PubChem BioAssay
# Redox H2O2 prof: compounds producing H2O2 with reducing agent – biochemical, NIH compound library profiling, artefact control for MLSCN library redox annotation, primary screen; 0.03% of 200,000 active; DTT-dependent redox cycling H2O2, phenol red/HRP absorbance; 100% = 100 µM peroxide control, 0% = buffer; activation, % at 10 µM; AID 878, 2007;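 active = activation of at least 50% relative to the plate's high and low controls in the primary single-dose screen; inactive = activation below 50%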;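 note: compound incubated with DTT at 0.8 mM final as the reducing agent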
# bIAP inhibitor: bovine intestinal alkaline phosphatase inhibitors, primary screen, selectivity assay for TNAP inhibitor project, biochemical, bovine IAP, CDP-star luminescence | purified bovine IAP, 30 min | inhibition, % at 20 µM | 190,000 tested, under 10 active | alkaline phosphatase, intestinal [Bos taurus];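 active = over 50% inhibition of intestinal alkaline phosphatase at 20 µM in the single-dose screen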
#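 Incubation: 30 min reaction at room temperature / Material: purified bovine intestinal alkaline phosphatase (IAP) enzyme / Input: enzyme at 1/65,000,000 dilution / Dosing: 20 µM single dose / Signal: CDP-star luminescence signal / Reagent: CDP-star chemiluminescent phosphatase substrate, 30 µM final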
# PPARg SRC2 recr: agonists of PPARg-SRC-2 recruitment, primary screen, biochemical, HTS; activation, % at 8 µM; AID 1032, 2008; PPARgamma LBD-SRC-2 recruitment; 0.34% of 200,000 active; Peroxisome proliferator-activated receptor gamma (Homo sapiens), P37231; in the data active = activation above about 22%;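 note: 0% = vehicle and 100% = reference agonist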
# Target sequence (P37231 whole entry, looked up, the tested form may be a part): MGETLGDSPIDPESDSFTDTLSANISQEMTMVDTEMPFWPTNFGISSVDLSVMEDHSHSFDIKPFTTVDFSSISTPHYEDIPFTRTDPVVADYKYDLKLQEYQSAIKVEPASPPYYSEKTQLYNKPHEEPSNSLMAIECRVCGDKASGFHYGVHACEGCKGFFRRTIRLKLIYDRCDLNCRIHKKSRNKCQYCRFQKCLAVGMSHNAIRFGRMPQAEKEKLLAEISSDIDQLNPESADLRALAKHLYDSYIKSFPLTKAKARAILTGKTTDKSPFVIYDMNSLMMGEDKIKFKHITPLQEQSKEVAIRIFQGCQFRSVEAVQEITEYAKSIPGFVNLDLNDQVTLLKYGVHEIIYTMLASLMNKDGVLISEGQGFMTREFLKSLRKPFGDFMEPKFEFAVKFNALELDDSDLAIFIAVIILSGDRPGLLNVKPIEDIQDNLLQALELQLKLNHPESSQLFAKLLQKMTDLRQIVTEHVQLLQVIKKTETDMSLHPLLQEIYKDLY
# PPARg SRC-1 ag: PPARgamma agonists recruiting SRC-1 coactivator, primary screen, biochemical; Peroxisome proliferator-activated receptor gamma (Homo sapiens), P37231; PPARgamma-SRC-1 coactivator recruitment biochemical assay; activation, % at 8 µM; 0.41% of 200,000 active; in the data active = activation above about 19%;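 note: 0% = DMSO and 100% = reference agonist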
# L major viab: Leishmania major promastigote growth inhibition, primary screen. inhibition, % at 10 µM. Leishmania major promastigotes, resazurin fluorescence viability. AID 1063, 2008. 9% of 200,000 active; in the data active = inhibition above about 50%;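 note: promastigotes grown with compound for 44 hours at 28 °C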
# Efa HMGR inh: inhibitors of E. faecalis class II HMGR, primary screen, biochemical, Enterococcus faecalis; 0.41% of 190,000 active; HMG-CoA reductase (Enterococcus faecalis, mvaE); inhibition, % at 10 µM; purified E. faecalis HMGR, NADPH absorbance 340 nm kinetic;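 active = inhibition above a set limit, the median over all tested compounds plus 3 SD, cut at about 9.5% in these data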;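 note: enzyme runs in reverse so mevalonate oxidation gives rising NADPH absorbance; 0% = complete reaction with DMSO and 100% = background rate lacking mevalonate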
# RAM inhibit: inhibitors of the yeast RAM network, primary screen, dse1pr::URA3 reporter, 5-FOA selection | 1.8% of 190,000 active | S. cerevisiae dse1pr::URA3 reporter, 5-FOA growth OD615, 2 d; analog-sensitive cbk1-as2 kinase mutant strain | inhibition, % at 50 µM;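 active = inhibition above a set limit, 3 SD over mean compound inhibition, cut at about 8.4% in these data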;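 note: 0% = DMSO-only wells with no growth and 100% = 10 µM 1-NA-PP1 full growth; inhibition rescues growth on 5-FOA so higher OD means more RAM inhibition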
# PPARg SRC-3 ag: PPARgamma agonists recruiting SRC-3 coactivator, primary screen, biochemical; AID 731, 2007; Peroxisome proliferator-activated receptor gamma (Homo sapiens), P37231; biochemical PPARgamma/SRC-3 coactivator recruitment assay; activation, % at 8 µM; 0.26% of 200,000 active; in the data active = activation above about 23%;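 note: 0% = DMSO and 100% = reference agonist; some compounds past the cut are filed as inactive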
# S1P3 antagonist: S1P3 receptor antagonists, primary screen, cell-based | CHO S1P3 NFAT-BLA reporter, FRET fluorescence, antagonist mode | AID 485, 2006 | inhibition, % at 4.98 µM | 0.27% of 170,000 active;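 active = inhibition above the plate cutoff, the mean inhibition of test wells on that plate plus 3 SD, cut at about 28% in these data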;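 note: cells challenged with S1P at its EC80 of 0.8 µM; blue over green emission ratio from cleaved BLA substrate after 4 h stimulation; 0% = S1P-stimulated wells and 100% = unstimulated DMSO-only wells; some compounds past the cut are filed as inactive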
# Target sequence (Q99500 whole entry, looked up): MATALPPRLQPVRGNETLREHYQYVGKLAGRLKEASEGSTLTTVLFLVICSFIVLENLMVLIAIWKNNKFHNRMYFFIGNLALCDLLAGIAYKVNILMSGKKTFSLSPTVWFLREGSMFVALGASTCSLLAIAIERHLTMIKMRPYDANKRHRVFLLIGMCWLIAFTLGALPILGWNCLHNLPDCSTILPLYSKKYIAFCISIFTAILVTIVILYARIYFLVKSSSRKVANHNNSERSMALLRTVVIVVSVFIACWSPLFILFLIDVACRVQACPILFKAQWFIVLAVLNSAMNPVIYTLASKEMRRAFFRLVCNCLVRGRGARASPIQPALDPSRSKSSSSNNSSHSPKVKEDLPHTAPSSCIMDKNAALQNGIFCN
# SRC2 TRFRET art: TR-FRET signal artefacts, primary screen, artefact control for PPARgamma SRC-2 agonist project, biochemical; AID 1049, 2008; TR-FRET artefact counter-screen; stronger effect = higher value; TR-FRET ratio at 8 µM; 0.4% of 200,000 active; in the data active = TR-FRET ratio above about 2000; note: inactives centre near 1500
# ROMK mod: ROMK potassium channel modulators, primary screen, cell-based, thallium flux, MLSMR library; Tet-inducible ROMK, thallium flux fluorescence; actives lie on both sides; B-score at 10 µM; 2% of 130,000 active;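 active = signal ratio slope over the read window, or its plate-corrected B-score, at least 3 SD from the plate mean, either direction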;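 note: B-score of the F/F0 ratio slope over 7 to 12 s after thallium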
# Starred values were filed as active, the others as inactive; / = no result given.
# Screens in order: Redox H2O2 prof	bIAP inhibitor	PPARg SRC2 recr	PPARg SRC-1 ag	L major viab	Efa HMGR inh	RAM inhibit	PPARg SRC-3 ag	S1P3 antagonist	SRC2 TRFRET art	ROMK mod
- COc1ccc2nc(SCC(=O)N3CCN(c4ccc(F)cc4)CC3)c(C#N)cc2c1
 : -0.4	17	13	12	1	-4	4.5	7	/	2728*	/
- COC(=O)Nc1ccc(S(=O)(=O)N2CCC(Cc3ccccc3)CC2)cc1
 : 0.0	14	5	-2	-1	-2	2.9	-6	/	1526	-1.5
- COc1cccc(-c2nc(-c3ccccn3)no2)c1
 : 1.4	2	-3	-2	12	2	-0.5	-8	/	1485	/
- COc1ccc(S(=O)(=O)Nc2cccc(/C=C/C(=O)O)c2)cc1
 : 0.1	-357	2	1	48	-6	1.6	2	-7	1558	1
- CCN(CC)S(=O)(=O)c1cc(C(=O)Nc2cccnc2)ccc1Cl
 : -1.6	6	-5	-6	0	-2	2.2	-1	/	1569	0.42
- O=c1[nH]c2ccccc2nc1/C=C/c1ccc(O)cc1
 : 0.3	34	5	0	44	1	2.6	4	26	1620	/
- CC(NC(=O)c1ccc(S(=O)(=O)C(F)F)cc1)c1ccccc1 (stereo not drawn)
 : -1.4	-8	7	-9	2	-2	2.5	0	-17	1600	-0.3
- CCCOc1ccc2c3c(c(=O)oc2c1OCCC)CCC3
 : -0.3	6	7	-3	40	4	0.1	-10	7	1352	/
- O=C1CC(Cc2ccccc2)C(=O)N1Cc1ccco1 (stereo not drawn)
 : 0.1	-2	3	1	-5	-2	1.2	-2	-16	1662	-0.13
- C/C(=N\OC(=O)c1c(-c2ccccc2Cl)noc1C)c1nccs1
 : 0.4	7	-1	4	19	-7	0.6	3	-10	1491	1
- Nc1nc(SCC(=O)Nc2ccccc2)[nH]c(=O)c1-c1ccccc1
 : 0.2	0	-1	-3	-2	-2	4.6	-3	/	1576	0.24
- COc1ccc(-c2csc3nc(C(C)(C)C)oc(=O)c23)cc1OC
 : 0.4	-4	-5	-1	9	2	0.6	2	-5	1642	-0.49
- Nc1cccc(-c2cn3cc(C(F)(F)F)cc(Cl)c3n2)c1
 : -0.3	13	2	-1	-2	0	-0.9	0	/	1583	/
- CCOc1ccccc1N/C(=C(/C(Cl)=C(Cl)Cl)[N+](=O)[O-])n1cncn1
 : -0.1	-3	8	6	0	1	1.4	-1	/	1489	-0.15
- Cc1cc(C)nc(/N=C(\N)Nc2ccccc2-c2ccccc2)n1
 : -0.7	-10	1	-3	96*	-6	0.2	-5	11	1605	-4.8*
- O=C(CC(c1ccccc1)c1ccccc1O)NCc1ccccc1 (stereo not drawn)
 : 0.2	2	2	11	1	-4	-0.9	0	-8	1525	0.069
- CC(=O)N1CCN(S(=O)(=O)c2cccc(C(=O)NC3CCCc4ccccc43)c2)CC1 (stereo not drawn)
 : 1.2	-4	-5	6	-4	-2	4.2	7	/	1406	/
- N#Cc1c(N)nc2c(c1-c1cccnc1)CCCCC2
 : -1.0	8	-2	0	-14	-5	1.5	-2	25	1652	/
- O=C(COC(=O)Cc1ccsc1)Nc1ccc(Cl)c(S(=O)(=O)N2CCOCC2)c1
 : 0.0	-5	-2	-5	-2	2	1.1	0	2	1471	/
- CCOc1ccc(-n2c(C)cc(C(=O)NS(=O)(=O)c3ccc(C)cc3)c2C)cc1
 : -0.1	11	0	0	-5	-6	3.5	0	1	1679	/
- O=C(O)C1CC(=O)N(c2ccc(F)cc2)C1 (stereo not drawn)
 : 0.8	15	5	6	-6	2	-0.3	6	-17	1468	/
- CCC(=O)OCC(=O)Nc1cc([N+](=O)[O-])ccc1Cl
 : -1.9	2	4	4	3	0	1.5	3	-23	1803	1.6
- COc1ccc2nc(NC(=O)C3CCCN3S(=O)(=O)c3ccc(C)cc3)sc2c1 (stereo not drawn)
 : 14	2	3	12	50	-3	2.2	4	12	1536	/
- CC(=O)NC(Cc1c[nH]c2ccccc12)C(=O)OCC(=O)N1CCCCCC1 (stereo not drawn)
 : -0.9	-8	-2	15	-1	3	5.2	4	-14	1776	0.92
- O=C(C1COc2ccccc2O1)N1CCN(Cc2ccc3c(c2)OCO3)CC1 (stereo not drawn)
 : -2.6	7	10	6	89*	5	0.3	6	11	1646	/
- O=C(COc1ccccc1)NCC(=O)Nc1cccc2ccccc12
 : 0.0	/	-4	2	-5	-2	2.0	0	13	1427	0.086
- Cc1noc(C)c1COc1cccc(C(=O)NCc2ccccc2Cl)c1
 : 0.1	6	7	-7	22	-3	4.6	2	/	1559	-0.21
- CCOc1ccc(OCC(O)CNC2CCN(Cc3ccccc3)CC2)cc1 (stereo not drawn)
 : 0.0	6	-5	-4	27	0	0.8	0	5	1708	/
- COc1cccc(C(=O)OCC(=O)NCCc2ccccc2)c1OC
 : -0.2	-2	3	4	-6	-4	1.6	1	3	1514	0.02
- CCOC(=O)CCCNC(=O)CCNC(=O)c1ccc(OCC)cc1
 : 0.0	7	-1	3	-4	3	0.0	6	-1	1449	/
- CC1C(=NO)C(C)C(c2ccc(N(C)C)cc2)NC1c1ccc(N(C)C)cc1 (stereo not drawn)
 : 1.8	0	6	5	15	1	0.1	-14	15	1510	-4.4*
- N#CC1=C2N=C(N)c3ccccc3N2C2=C(C(=O)CCC2)C1c1ccc(Cl)cc1 (stereo not drawn)
 : 0.7	10	4	1	44	-3	4.7	4	11	1565	-0.75
- CC1(C)CC(=O)C/C(=N\NC(=S)NCc2ccccc2)C1
 : -0.2	-20	-5	-2	-2	-1	1.1	-3	0	1391	0.55
- Cn1c(N)c(C(=O)COC(=O)c2cc(C(F)(F)F)nc3ccccc23)c(=O)n(C)c1=O
 : 0.4	5	8	2	13	-6	1.6	2	1	1550	3.2
- Cc1ccc(Cl)cc1N1CCN(S(=O)(=O)c2ccc3c(c2)oc(=O)n3C)CC1
 : -0.4	1	2	3	7	-5	0.0	-4	-20	1500	/
- CCC(=O)Nc1cc(C(F)(F)F)ccc1N1CCCC1
 : 0.3	-5	5	5	-2	-5	0.9	1	-7	1612	-0.14
- COc1ccc(-n2cc(-c3ccccc3)c3c(=O)[nH]cnc32)cc1
 : -0.3	16	8	3	3	-1	3.5	5	15	1459	1.6
- CCOc1ccccc1NC(=O)C(=O)N/N=C/c1cc(Br)ccc1O
 : -1.3	-16	-1	-3	100*	-4	3.0	2	-5	1390	0.38
- CS(=O)(=O)N(CC(N)=O)c1ccc2c(c1)OCO2
 : -4.7	8	12	3	0	-2	0.0	5	-18	1711	1.5
- CCOc1cccc(-c2cc(C(=O)NN)[nH]n2)c1
 : -0.4	-30	5	-6	-1	-1	2.7	3	8	1558	-0.24
- Cc1cc(C(=O)NC2CCCCC2)c2cc(F)ccc2n1
 : -3.4	-10	8	4	-12	0	1.2	2	-11	1666	0.15
- O=C(O)COc1ccccc1C(Nc1cccnc1)c1cc(Cl)c2cccnc2c1O (stereo not drawn)
 : -0.6	-29	0	8	-5	-2	2.1	1	-1	1510	0.97
- Cc1ccccc1Cn1cc(NC(=O)c2cc(-c3cccs3)on2)cn1
 : -1.6	8	-2	5	-6	-2	3.5	6	23	1626	-0.054
- O=Cc1ccc(Oc2cccc(C(F)(F)F)c2)nc1
 : -0.3	-12	-1	20	7	-3	-0.4	-2	1	1711	0.077
- CCC(C(=O)NC1CCCC1)N(Cc1ccco1)C(=O)Cn1nnc(-c2ccc(C)cc2)n1 (stereo not drawn)
 : 1.3	-8	7	4	4	-2	2.1	-3	-53	1609	/
- CCOC(=O)/C=C/C(=O)OCC(=O)Nc1cccc(Cl)c1Cl
 : -1.4	-6	6	6	-4	2	6.2	3	-10	1676	-0.46
- C(=N\Nc1ccc2ccccc2n1)/c1ccc2c(c1)OCCO2
 : -0.1	-2	-7	-9	35	-2	-0.5	2	-6	1591	0.062
- O=C(Cn1cccc1C(=O)c1ccccc1)NCc1ccco1
 : 0.0	5	-4	6	1	14*	0.1	-6	-7	1528	-0.097
- COCCOC(=O)C(C#N)c1nc2ccccc2nc1N1CCCC1 (stereo not drawn)
 : 2.9	32	-4	5	-4	2	3.2	-4	-17	1418	/
- O=C(COc1c(CO)cc(Br)cc1CO)NC1CCCc2ccccc21 (stereo not drawn)
 : -0.2	5	-6	1	-4	-6	3.1	-5	-9	1523	-0.56
- Cc1ccc(C)c2c1[nH]c1ccccc12
 : 0.3	42	-2	-2	-1	-3	-1.1	-8	/	1398	0.45
- COc1cccc(C2c3c(C)nn(-c4ccc([N+](=O)[O-])cc4)c3N=C3C(=O)Nc4ccccc4N32)c1 (stereo not drawn)
 : -1.9	4	7	-2	65*	-3	5.2	2	2	1532	0.77
- CN1CCN(C(=O)c2ccc(Cl)c(S(=O)(=O)N3CCCCCC3)c2)CC1
 : -3.3	-15	11	14	-6	-1	2.9	1	3	1679	0.86
- CCCc1oc2c(c(=O)c1CC)C(=O)CC(C)(C)C2
 : 12	1	-2	4	-5	-3	0.3	-1	8	1558	0.28
- FC(F)(F)C1CC(c2cccs2)Nc2ncnn21 (stereo not drawn)
 : 2.8	3	-1	6	-6	1	-1.1	-6	7	1724	/
- COC(=O)c1cnc(SC)nc1C
 : -1.0	1	11	5	-7	-1	2.6	10	/	1510	/
- O=C1NC(=Nc2ccc(Cl)cc2)SC1Cc1cc(Cl)ccc1Cl (stereo not drawn)
 : 0.1	5	10	2	1	-6	-1.7	3	-24	1590	/
- CCOC(=O)C(=O)Nc1cc([N+](=O)[O-])ccc1C
 : -0.1	6	3	6	32	1	1.5	1	-9	1620	/
- CCC(C)NC(=O)CN(C)S(=O)(=O)c1ccc2c(c1)c(=O)n(C)c(=O)n2C (stereo not drawn)
 : 4.1	-2	-2	-1	-3	-6	0.6	-5	/	1493	/
- COc1cccc(CC(NC(C)=O)C(=O)NC2CCN(S(=O)(=O)c3ccc(F)cc3)CC2)c1OC (stereo not drawn)
 : -0.1	-11	-7	-2	-4	0	4.0	0	-4	1688	-0.061
- Cc1noc(C)c1/C=N/Nc1ccccn1
 : 10	9	-9	-4	-1	-2	0.0	-4	-2	1494	0.025
